Screening data (PubChem BioAssay)
RNase H inhibition = RNase H inhibition, HIV 1 Gag Pol polyprotein, FRET biochemical assay, screening (AID 372). inhibition, % at 10 µM; hits with a dose series show IC50 in µM. 100,000 compounds, 0.77% hits. HIV-1 RT RNase H, FRET RNA/DNA substrate fluorescence; higher % means a stronger effect; in the data active means inhibition above about 50%
* hit, by the source's call. This is a subset; rates above refer to the full screens.

Start of the data: the first 4 entries, ahead of the listing:
SMILES	RNase H inhibition
COc1ccc(CNCc2cccc(Cl)c2)cc1	18.0%
CCOC(=O)C1=C(C)N=c2s/c(=C\c3ccc(-c4ccc(Cl)cc4[N+](=O)[O-])o3)c(=O)n2C1c1ccc(SC)cc1 (stereo not drawn)	30.0%
O=C(Nc1cccc(F)c1)c1cc(-c2cccc(Br)c2)nc2ccccc12	13.0%
O=C(Oc1ccc(Cl)cc1)c1c(F)cccc1F	6.0%

Main list (from the top)
SMILES	RNase H inhibition
COc1ccc(CNCc2cccc(Cl)c2)cc1	18.0%
CCOC(=O)C1=C(C)N=c2s/c(=C\c3ccc(-c4ccc(Cl)cc4[N+](=O)[O-])o3)c(=O)n2C1c1ccc(SC)cc1 (stereo not drawn)	30.0%
O=C(Nc1cccc(F)c1)c1cc(-c2cccc(Br)c2)nc2ccccc12	13.0%
O=C(Oc1ccc(Cl)cc1)c1c(F)cccc1F	6.0%
O=[N+]([O-])c1ccc(N2CCOCC2)cc1NCCc1ccccc1	29.0%
O=C(COc1ccc(C=Nc2ccc(OCc3ccccc3)cc2)cc1)NCc1ccccc1	9.0%
COC(=O)c1cc(-c2ccc(C)cc2)nc2ccc(Cl)cc12	11.0%
O=C(/C=C/c1cccs1)N1CCN(Cc2ccc3c(c2)OCO3)CC1	0.0%
CC(=O)c1ccc(NC(=O)Nc2ccccc2C)cc1	1.0%
CC1=C(C(=O)OC2CCCCC2)C(c2ccsc2)C2=C(CC(C)(C)CC2=O)N1 (stereo not drawn)	1.0%
O=C1N=C(N2CCN(c3ccc(Cl)cc3)CC2)S/C1=C/c1ccc(Cl)cc1	12.0%
CCOC(=O)C1=C(C)N=c2s/c(=C\c3ccc(O)cc3)c(=O)n2C1c1ccccc1Cl (stereo not drawn)	24.0%
COc1cc(C=O)ccc1OCCOc1ccc(C)cc1Br	24.0%
Cc1cccc(OCCOCCN(C)CCO)c1C	19.0%
CCCCCC(=O)NNC(=O)Nc1ccccc1	10.0%
O=C(N/N=C/c1cccs1)c1cccc2cc[nH]c12	9.0%
O=C(Nc1ccc(F)cc1)c1cc2ccccc2oc1=O	0.0%
Brc1ccc(/C=N/Nc2ccc3ccccc3n2)cc1	6.0%
O=C(Cc1ccc([N+](=O)[O-])cc1)N1N=C(c2ccc(Br)cc2)CC1(O)C(F)(F)F (stereo not drawn)	17.0%
C=CCOc1cccc(/C=C2\N=C(c3ccc(Cl)cc3)OC2=O)c1	17.0%
COc1cccc(Nc2cc(C)c3ccccc3n2)c1	6.0%
O=C(COc1ccccc1)N1CCc2ccccc2C1	6.0%
CC(C)c1nnc(NC(=O)Nc2ccc(Cl)cc2)s1	8.0%
CC(=O)c1cccc(NC(=O)c2ccc(-c3cccc(Cl)c3)o2)c1	15.0%
Cc1cccc(C(=O)Nc2ccc(NC(=O)c3cccc(Br)c3)cc2)c1	11.0%
Cc1ccc(C)c(NC(=S)NC(=O)Cc2ccccc2)c1	30.0%
COc1sc(SC)cc1/C=N/NC(=O)C(NC(=O)c1ccccc1)c1n[nH]c(=O)c2ccccc12 (stereo not drawn)	17.0%
CN(C)Cc1c(O)ccc2c(=O)c(Oc3ccc4ccccc4c3)c(C(F)(F)F)oc12	9.0%
Cc1ccccc1C(=O)NNC(=O)c1ccccn1	0.0%
COc1cc(OC)cc(C(=O)Nc2cccc(Cl)c2C)c1	15.0%
CCOc1ccc(-c2nc3cc(NC(=O)c4cccc([N+](=O)[O-])c4C)ccc3o2)cc1	6.0%
Cc1ccc(CN2CCN(/N=C/c3ccccc3C)CC2)cc1	13.0%
Cc1cc(/C=C2/SC(=S)NC2=O)c(C)n1-c1ccc(N2CCOCC2)cc1	15.0%
COc1cccc(N2C(=O)CC(NCCc3ccc(S(N)(=O)=O)cc3)C2=O)c1 (stereo not drawn)	6.0%
O=C1CC(N2CCN(C(c3ccccc3)c3ccccc3)CC2)C(=O)N1c1cccc(Cl)c1 (stereo not drawn)	11.0%
COc1ccc(C(=O)NCC2(c3ccc(OC)c(OC)c3)CCCC2)cc1	0.0%
COc1ccccc1/C=C1/C(C)=C(C#N)c2nc(N)c(C#N)c(C)c21	15.0%
CC(=O)c1cccc(NC(=O)CC2S/C(=N\N=C(/C)C(C)(C)C)NC2=O)c1 (stereo not drawn)	7.0%
CC(=O)Oc1ccc(C2C(C#N)=C(C)NC3=C2C(=O)CC(c2ccccc2)C3)cc1 (stereo not drawn)	0.0%
CCC(=O)N1c2ccccc2-c2nnc(SC)nc2OC1c1cc(Cl)c(OC)c(OC)c1 (stereo not drawn)	0.0%
O=C(Cc1ccccc1)N1CCc2ccccc2C1	0.0%
COc1cc(OC)c(OC)cc1/C=C1/C(=O)NC(=O)N(c2ccccc2OC)C1=O	15.0%
NC(=O)c1c(NC(=O)c2cc([N+](=O)[O-])ccc2Cl)sc2c1CCCCCC2	5.0%
COc1ccc(C(=O)NC(=S)Nc2cccc(C(F)(F)F)c2)cc1Br	5.0%
O=C1/C(=C\c2ccccc2F)SC(=S)N1CNc1cccc([N+](=O)[O-])c1	5.0%
CCOc1ccccc1NC(=O)c1c(NC(=O)COc2ccccc2)sc2c1CCC(C)C2 (stereo not drawn)	15.0%
CCOC(=O)NC(Nc1ccccc1[N+](=O)[O-])(C(F)(F)F)C(F)(F)F	0.0%
O=C(Nc1ccc(F)c([N+](=O)[O-])c1)c1ccc(-c2cccc(Cl)c2)o1	13.0%
COc1ccc(CC(=O)Nc2ccc(S(=O)(=O)N3CCc4ccccc43)cc2)cc1	8.0%
COc1cc(C2Nc3ccccc3-c3nnc(SC)nc3O2)cc(I)c1O (stereo not drawn)	6.0%
Cc1ccc2nc(-c3ccc(Br)cc3)cc(C(=O)O)c2c1	9.0%
CCOC(=O)C1=C(C)N=c2s/c(=C\c3ccc(OCc4ccc([N+](=O)[O-])cc4)c(OCC)c3)c(=O)n2C1c1ccc2c(c1)OCO2 (stereo not drawn)	14.0%
O=C(CN1C(=O)C(=O)c2ccccc21)c1ccc(Cl)cc1	7.0%
CC(=O)Oc1ccc(NC(=O)CC2Nc3cc(C)c(C)cc3NC2=O)cc1 (stereo not drawn)	0.0%
CC(C)(O)C#Cc1ccc(C(=O)NC(c2ccccc2)c2ccccc2)cc1	9.0%
O=C1c2cccc3cccc(c23)C(=O)N1C1CCS(=O)(=O)C1 (stereo not drawn)	0.0%
CCc1ccc(NC(=O)C(=O)NCc2ccccc2Cl)cc1	14.0%
O=C(O)CC(NS(=O)(=O)c1ccc(F)cc1)c1ccccc1 (stereo not drawn)	2.0%
CCN1CCN(Cc2c(O)ccc3c(=O)c(Oc4ccccc4Br)c(C(F)(F)F)oc23)CC1	6.0%
COC(=O)C1=CNC=C(C(=O)OC)C1c1ccccc1C	10.0%

(continued)
SMILES	RNase H inhibition
CCc1ccccc1N=Cc1c(O)n(C2CCCCC2)c(=O)n(C2CCCCC2)c1=O	0.0%
CCOc1ccc(NCC(=O)N/N=C/c2c(O)ccc3ccccc23)cc1	18.0%
O=C(N/N=C/c1c(Cl)cccc1Cl)c1ccc(F)cc1	0.0%
COc1ccc(OC)c(S(=O)(=O)n2nc(C)cc2C)c1	37.0%
CC(C)c1cccc(C(C)C)c1OCCCCCN1CCCC1	11.0%
COC(=O)c1cc(NC(=O)c2cccc(Cl)c2Cl)cc(C(=O)OC)c1	6.0%
O=C(N/N=C/c1cc([N+](=O)[O-])c(N2CCOCC2)cc1N1CCOCC1)Nc1ccccc1	0.0%
CN(C)/C(=N/OC(=O)c1ccc([N+](=O)[O-])cc1)c1nonc1N	3.0%
CC(=O)Nc1ccc(NS(=O)(=O)c2c(C)cc(C)cc2C)cc1	0.0%
CC(=O)Nc1ccc(C(C)(C)C)cc1[N+](=O)[O-]	6.0%
Cc1ccccc1N1C(=O)C(O)C(O)C1=O (stereo not drawn)	4.0%
CCc1ccc(N2N=C(C)/C(=C/c3ccc(O)cc3)C2=O)cc1	17.0%
Cc1sc2nc(N)c(C#N)c(-c3ccccc3)c2c1C	35.0%
O=C(NC(C(=O)NC1CCCCC1)C12CC3CC(CC(C3)C1)C2)c1ccccc1 (stereo not drawn)	16.0%
CCOC(=O)Cn1c(O)c(N=NC(=O)c2ccc(Br)cc2)c2ccccc21	0.0%
O=C1NC(=O)/C(=C\c2ccncc2)S1	0.0%
CN(C)c1ccc(/C=N/Nc2nc(-c3ccccc3)cc(-c3ccc(Br)cc3)n2)cc1	22.0%
O=C1NN(c2ccc(Cl)c(Cl)c2)C(=O)/C1=C/c1ccc(Cl)cc1	22.0%
COc1cccc(C2NC(=O)c3sc(=S)n(-c4ccccc4)c3N2)c1 (stereo not drawn)	6.0%
O=[N+]([O-])c1cccc(-c2nc(-c3ccc(Cl)cc3)no2)c1	23.0%
COc1ccc(Cl)cc1C(=O)Nc1cccc(C)n1	0.0%
Cc1c(OCC(=O)O)ccc2c1oc(=O)c1ccccc12	0.0%
CCOc1ccc(/C=N/NC(=O)C(=O)Nc2cccc3ccccc23)cc1	8.0%
CCOc1ccc(N(CC(=O)NCc2ccncc2)S(C)(=O)=O)cc1	0.0%
CCCC1C(c2ccccc2)NC(c2ccccc2)C(C)C1(O)CCC (stereo not drawn)	0.0%
Cc1ccc(NC(=O)C2CC=CCC2C(=O)O)c(Br)c1 (stereo not drawn)	4.0%
Ic1ccc(N=Cc2c[nH]c3ccccc23)cc1	0.0%
COc1cc(/C=N/NC(=O)C(=O)NCc2ccco2)ccc1O	0.0%
COc1cccc2c1NC(c1cccc3ccccc13)C1CC=CC21 (stereo not drawn)	36.0%
CCCc1cc(=O)oc2c(C)c(OCc3cccc(OC)c3)ccc12	27.0%

Shown as labelled records: part of the list above
> Cc1ccc(NC(=O)C2CC=CCC2C(=O)O)c(Br)c1 (stereo not drawn)
  RNase H inhibition: 4.0%

> CCCC1C(c2ccccc2)NC(c2ccccc2)C(C)C1(O)CCC (stereo not drawn)
  RNase H inhibition: 0.0%

> CCCc1cc(=O)oc2c(C)c(OCc3cccc(OC)c3)ccc12
  RNase H inhibition: 27.0%

Next section:
SMILES	RNase H inhibition
COc1cccc(/C=N/Nc2nc(N3CCCCC3)nc(N3CCCCC3)n2)c1	15.0%
Cc1cccc(CN2CCN(Cc3ccncc3)CC2)c1	14.0%
CCCCc1ccc(-c2csc(/C(C#N)=C\c3ccc(C(C)C)cc3)n2)cc1	17.0%
COc1ccccc1N=Cc1c(O)c(C(=O)Nc2ccccc2OC)cc2ccccc12	20.0%
COc1ccc(C2C(C#N)=C(N)Oc3cc(N)ccc32)cc1Br (stereo not drawn)	43.0%
Cc1ccc(S(=O)(=O)c2ccc(C)c(S(=O)(=O)NC3CCCCC3)c2)cc1S(=O)(=O)NC1CCCCC1	26.0%
COc1cc(/C=C2/SC(=S)N(c3ccc([N+](=O)[O-])cc3)C2=O)cc(OC)c1O	24.0%
CCCOc1ccc(C(N)CC(=O)O)cc1 (stereo not drawn)	0.0%
CC1=C(C(=O)OCC2CCCO2)C(c2ccncc2)C2=C(CCCC2=O)N1 (stereo not drawn)	1.0%
COc1ccc(-n2c(C)ccc2C)c(N)c1	8.0%
COc1cc(/C=C2/C(=O)NC(=O)N(c3ccc(C)cc3)C2=O)cc([N+](=O)[O-])c1O	6.0%
O=[N+]([O-])c1cccc(Cl)c1N1CCOCC1	19.0%
COc1cc(C2C(C#N)=C(N)OC3=C2C(=O)CC(C)(C)C3)ccc1OC(C)=O (stereo not drawn)	7.0%
O=C1c2ccccc2C(=O)N1c1ccccc1C(=O)C(F)(F)F	12.0%
COc1ccccc1C(=O)Nc1nc(-c2ccccc2)c(-c2ccc([N+](=O)[O-])cc2)s1	10.0%
Cc1cc(C)c(S(=O)(=O)Nc2ccccc2Cl)c(C)c1	0.0%
CCCCCCc1nnc(NC(=O)Nc2ccccc2)s1	15.0%
Cc1cccc(OC(=O)COc2ccc(Cl)cc2Cl)c1C	0.0%
c1ccc(CN2CCN(C(c3ccccc3)c3ccccc3)CC2)cc1	1.0%
Cc1cc(C)c(/C=N\Nc2ccccc2[N+](=O)[O-])c(C)c1	0.0%

An excerpt of these results, field by field.
CC(C)(O)C#Cc1ccc(C(=O)NC(c2ccccc2)c2ccccc2)cc1
  RNase H inhibition = 9.0%
CCOC(=O)C1=C(C)N=c2s/c(=C\c3ccc(OCc4ccc([N+](=O)[O-])cc4)c(OCC)c3)c(=O)n2C1c1ccc2c(c1)OCO2 (stereo not drawn)
  RNase H inhibition = 14.0%

(list continues)
SMILES	RNase H inhibition
C=CCc1ccccc1OCc1nnc(NC(=O)Nc2cccc(OC)c2)s1	8.0%
COC(=O)c1ccc(NC(=O)CSc2nnc(N)s2)cc1	0.0%
COc1ccc2c(c1OC)C(=O)OC2Nc1ccc(Br)cc1 (stereo not drawn)	8.0%
CCCC(NC(=O)c1ccccc1)C(=O)OCC(=O)Nc1nnc(C)s1 (stereo not drawn)	3.0%
O=C(NC(Cc1c[nH]c2ccccc12)C(=O)O)/C(=C/c1ccc(F)cc1)NC(=O)c1ccccc1 (stereo not drawn)	17.0%
O=C(Nc1ccc2oc(-c3ccc(Cl)cc3Cl)nc2c1)c1cc([N+](=O)[O-])ccc1Cl	12.0%
Cc1nccn1S(=O)(=O)c1ccc(Br)cc1	2.0%
O=S(=O)(Oc1ccccc1/C=N/NC(=S)Nc1ccccc1)c1ccccc1	52.0%*
COc1ccc(Cl)cc1C(=O)Nc1cc(Cl)cc(Cl)c1	11.0%
NC(=O)CSc1nc2c(c(=O)n1-c1ccccc1)C1(CCCCC1)Cc1ccccc1-2	9.0%
O=C(Nc1ccc(Cl)cc1)Nc1nnc(-c2cccc(F)c2)s1	32.0%
CCOc1cc(C(=O)NC(=S)Nc2cc(Cl)ccc2Cl)cc(OCC)c1OCC	6.0%
COc1ccc2c(c1)C1C=CCC1C(C(=O)O)N2 (stereo not drawn)	25.0%
COc1ccc2c(c1)CCC(C1(O)C(=O)N(C)c3ccccc31)C2=O (stereo not drawn)	3.0%
O=C(Nc1ccc(F)cc1)c1cc([N+](=O)[O-])ccc1Br	8.0%
O=[N+]([O-])c1cccc(S(=O)(=O)NC2C3CC4CC(C3)CC2C4)c1 (stereo not drawn)	24.0%
COc1ccc(NC(=O)/C(C#N)=C/c2ccc(-c3cc([N+](=O)[O-])ccc3C)o2)cc1	3.0%
